Screening data: PubChem, National Center for Advancing Translational Sciences (NCATS)
p53 reactivation: mutant p53 re-activation in reporter cells; H1299 p53-A138V BP100-luciferase reporter, luminescence, 24 h; Potency, µM (highest dose often 92.2 µM), without a hit: top-dose activity change, positive = activation, most hits filed as activators; 320,000 tested, 0.063% active; note: % of control where 0% means no effect; nearly all actives have a fitted effect of over 45% in size
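p53-null H1299 cells stably carrying temperature-sensitive p53-A138V and a BP100-luciferase reporter were pinned with compounds (4-point, 1:5 series) and held 24 hrs at 37 deg C. Luminescence was read 10 min after detection reagent.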
BRCA1 expr up: BRCA1 expression activation; MCF7-BRCA1-FFLuc reporter, luminescence, 48 h; response scale: scaled: vehicle 0%, 10 µM genistein 100%; Potency, µM (titrated, usually from 46.1 µM), without a hit: top-dose activation, most hits filed as activators; 380,000 tested, 1.1% active; AID 624202; note: nearly all actives have a fitted effect of over 80% in size; some results filed as inactive show a strong effect at the top dose
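Luminescence from a BRCA1-driven firefly luciferase in MCF7 cells was the read-out, taken 15 min after substrate addition following 48 h compound exposure at 37 °C. Data were normalized to a 10 microM genistein control and DMSO vehicle.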
RORgamma inh: blocks mouse ROR gamma transcriptional activity. P51450. Drosophila S2 Gal4-RORgamma UAS-luciferase reporter, 20 h. Potency, µM (highest dose often 53.6 µM), inactives show at the top dose activity change, negative = inhibition, usual class: inhibitors. 310,000 tested, 5.4% active. AID 2551; note: % is set by controls: 0 for no effect and ±100 for the full control effect; nearly all actives have a fitted effect of over 60% in size
Target sequence (P51450 whole entry, looked up, the tested form may be a part): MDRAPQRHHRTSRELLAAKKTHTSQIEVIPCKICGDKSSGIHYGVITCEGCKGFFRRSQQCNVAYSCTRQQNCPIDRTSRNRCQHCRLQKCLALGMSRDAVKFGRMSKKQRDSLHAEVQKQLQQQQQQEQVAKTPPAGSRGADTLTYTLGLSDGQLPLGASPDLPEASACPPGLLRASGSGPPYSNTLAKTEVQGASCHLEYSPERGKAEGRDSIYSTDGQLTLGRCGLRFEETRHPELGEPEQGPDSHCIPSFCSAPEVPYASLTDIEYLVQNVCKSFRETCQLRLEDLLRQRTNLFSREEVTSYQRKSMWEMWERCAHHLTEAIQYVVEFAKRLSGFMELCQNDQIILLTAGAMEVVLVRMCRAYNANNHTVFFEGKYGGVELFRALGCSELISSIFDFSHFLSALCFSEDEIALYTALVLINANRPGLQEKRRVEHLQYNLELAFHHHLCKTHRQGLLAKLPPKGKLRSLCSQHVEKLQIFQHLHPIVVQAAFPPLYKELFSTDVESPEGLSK
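Luciferase reporter read in Schneider cells carrying Gal4-RORγ (mouse) and UAS-Photinus luciferase; cells given compound 1 h before 700 uM copper sulfate induction, then incubated 20 h at ambient temperature.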
NPC1 prom act: activators of NPC1 promoter. AID 485313. 320,000 tested, 2.4% active. Potency, µM (series often up to 9.22 µM), inactives show top-dose activation, hits mostly activators. Huh7 NPC1 promoter luciferase reporter, 24 h;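 note: % of control where 0% means no effect; nearly all actives have a fitted effect of over 60% in size; reporter is driven by a mutant NPC1 promoter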
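Stable NPC1-promoter luciferase Huh7 line; cpd (DMSO) 24 h, 37 °C, 5% CO2; Amplite luciferase reagent 10 min RT; luminescence readout. qHTS format.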
ELG1 genotoxic: genotoxicity induction in ELG1-luciferase HEK293T cells; HEK293T ELG1-luciferase reporter, luminescence, 16 h; Potency, µM (series often up to 46 µM), inactives show at the highest dose activity change, positive = activation, most hits filed as activators; 330,000 tested, 1.3% active; AID 504466; note: % of control where 0% means no effect; nearly all actives have a fitted effect of over 60% in size
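HEK293T cells expressing luciferase-tagged ELG1 were treated with compound or DMSO for 16 hr at 37°C. Luciferase activity was then read after 30 min with ONE-Glo at room temperature; rising signal flags genetic stress.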
MBNL1 CUG block: blocks human MBNL1 binding to CUG repeat RNA. Q9NR56. TR-FRET MBNL1-His/biotin-(CUG)12 binding, 665/545 ratio. Potency, µM (highest dose often 57.5 µM), without a hit: at the highest dose activity change, negative = inhibition, actives largely listed as inhibitors. 280,000 tested, 0.036% active; active = well fitted inhibition curve with a large enough effect in the signal ratio, with a control signal flat, not every such curve was filed as active; inconclusive = small, poorly fitted or top-dose-only effect, or effect the other way, or a change in a side signal; inactive = no such curve, though single readings can be large or run the other way; the % refers to the signal ratio; note: % is set by controls: 0 for no effect and ±100 for the full control effect
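Inhibition of protein-RNA binding appears as loss of TR-FRET between terbium anti-His antibody on MBNL1-His and streptavidin-XL665 on biotin-(CUG)12. Activity is normalized to buffer-only and uninhibited-complex controls.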
uPA generation: blocks generation of uPA at the cell surface; cell surface uPA generation assay, qHTS; Potency, µM (highest dose often 38.3 µM), without a hit: at the highest dose activity change, negative = inhibition, usual class: inhibitors; 330,000 tested, 0.31% active; AID 540303; active = well fitted inhibition curve with a large enough effect; inconclusive = small, poorly fitted or top-dose-only effect; inactive = no such curve, though single readings can be large or run the other way; tested in mouse RAW 264.7 cells; note: % is set by controls: 0 for no effect and ±100 for the full control effect; nearly all actives have a fitted effect of over 55% in size
VP16 counter: Gal4-VP16 reporter inhibition counter-screen | Drosophila S2 Gal4-VP16 UAS-luciferase, luminescence, 20 h | Potency, µM (doses to about 53.6 µM), inactives show at the highest dose activity, negative = inhibition, usual class: inhibitors | 310,000 tested, 3.5% active | AID 2546;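 note: Gal4-VP16 expression switched on by copper sulfate through the metallothionein promoter; % is set by controls: 0 for no effect and ±100 for the full control effect; nearly all actives have a fitted effect of over 50% in size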
Rab9 promoter act: Rab9 promoter activation; Potency, µM (highest dose often 9.22 µM), inactives show top-dose activation, negative = inhibition, hits mostly activators; Huh7 Rab9 promoter-luciferase reporter, luminescence, 24 h; 320,000 tested, 2.8% active; note: % of control where 0% means no effect; nearly all actives have a fitted effect of over 60% in size
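Measured in stably transfected Huh7 cells bearing a Rab9 promoter–luciferase construct: 24 h compound treatment at 37 °C, followed by luminescence detection.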
MLL CXXC-DNA inh: MLL CXXC-DNA interaction inhibition; 290,000 tested, 0.037% active; Potency, µM (highest dose often 115 µM), for the others: at the highest dose activity change, negative = inhibition, usual class: inhibitors; Q03164; MLL-CXXC / FITC-HOXA9 DNA fluorescence polarization; active = well fitted inhibition curve with a large enough effect in the polarisation, with a control signal flat, not every such curve was filed as active; inconclusive = small, poorly fitted or top-dose-only effect, or effect the other way, or a change in a side signal; inactive = no such curve, though single readings can be large or run the other way; the % refers to the polarisation
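Purified MLL-CXXC (added from a 7 uM solution) was preincubated 5 min at ambient with pinned compounds in 50 mM Tris-HCl pH 7.5, 50 mM NaCl, 1 mM DTT, 0.05% BSA. Fluorescein-labeled HOX-A9 DNA (50 nM solution) followed, 30 min, then polarization read.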
FLuc counter: firefly luciferase modulation, counter-screen for miR-21 project; P08659; purified FLuc, Km substrates, luminescence inhibition; Potency, µM (series often up to 57.5 µM), inactives show top-dose activity change, negative = inhibition, most hits filed as inhibitors; 360,000 tested, 6.9% active; AID 588342;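 note: plate controls were vehicle for no effect and reference inhibitor for full effect; nearly all actives have a fitted effect of over 55% in size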
Target sequence (P08659 whole entry, looked up): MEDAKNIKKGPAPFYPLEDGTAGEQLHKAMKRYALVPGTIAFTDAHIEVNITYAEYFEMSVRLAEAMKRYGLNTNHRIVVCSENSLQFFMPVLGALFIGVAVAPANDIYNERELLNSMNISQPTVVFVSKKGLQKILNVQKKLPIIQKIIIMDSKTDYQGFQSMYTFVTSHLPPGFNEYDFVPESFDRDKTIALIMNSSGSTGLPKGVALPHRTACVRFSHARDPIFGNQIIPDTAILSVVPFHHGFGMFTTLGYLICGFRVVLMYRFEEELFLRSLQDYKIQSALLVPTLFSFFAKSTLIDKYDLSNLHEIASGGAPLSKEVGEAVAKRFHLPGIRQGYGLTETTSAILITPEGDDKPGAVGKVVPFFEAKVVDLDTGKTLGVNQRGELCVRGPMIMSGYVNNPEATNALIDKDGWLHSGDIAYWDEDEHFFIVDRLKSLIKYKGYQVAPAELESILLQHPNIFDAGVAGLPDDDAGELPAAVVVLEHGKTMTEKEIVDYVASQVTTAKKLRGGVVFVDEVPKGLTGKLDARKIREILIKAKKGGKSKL
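Purified P. pyralis luciferase (10nM final) with 10uM D-luciferin and 10uM ATP (Km levels) in 50mM Tris acetate pH 7.5, 10mM Mg acetate, 0.01% Tween-20, 0.05% BSA; qHTS 6-point titration, ~60 µM downward; luminescence read.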
The depositor's hits bear a star; ? = inconclusive; · = no result given; [ ] = remark or other dose. Unless noted, calls come from the whole dose curve; as a rule, active = well fitted curve in the direction sought with a large enough effect; inconclusive = small, poorly fitted or top-dose-only effect, or another doubt; inactive = no such curve, though single readings can be large; an effect the other way counts as inactive or inconclusive. Potency is the fitted concentration of half-maximal effect.

SMILES | p53 reactivation | BRCA1 expr up | RORgamma inh | NPC1 prom act | ELG1 genotoxic | MBNL1 CUG block | uPA generation | VP16 counter | Rab9 promoter act | MLL CXXC-DNA inh | FLuc counter
C=CCNc1cc(C(F)(F)F)nc(-c2ccccn2)n1 | 1.7% | 10.8% | 1.58µM* | -5.1% | -5.9% | -9.1% | 3.2% | 7.08µM* | 6.6% | -0.9% | 1.6%
COc1ccc(CCN2C(=O)CC(N3CCN(c4ccccn4)CC3)C2=O)cc1OC (configuration not stated) | 6.0% | -17.1% | -6.3% | -1.3% | -1.6% | -10.5% | 0.9% | 7.8% | -2.7% | -8.8% | 9.8%
Cc1cc(C)nc(SCC(N)=O)n1 | -0.4% | -4.0% | 12.1% | 5.5% | -3.5% | 1.7% | 0.7% | -4.4% | -2.5% | -13.8% | 0.9%
CCOC(=O)c1cc(S(=O)(=O)N2CC(C)CC(C)C2)cn1C (configuration not stated) | -10.1% | -1.5% | -3.0% | -4.3% | -6.1% | 1.7% | 1.1% | 1.5% | -10.6% | -3.2% | 3.4%
O=C(NC1CCCc2ccccc21)c1cc(S(=O)(=O)N2CCOCC2)ccc1F (configuration not stated) | 14.4% | -4.7% | 7.1% | -2.3% | -6.9% | -6.3% | -4.5% | -7.3% | 1.1% | -1.0% | -3.3%
CCCC(=O)NCCc1ccc(F)cc1 | 2.5% | -8.5% | -3.4% | -2.9% | -7.5% | -1.7% | 2.2% | 3.2% | -1.7% | 7.3% | 0.7%
CCCNC(=O)c1ccc2c(=O)c(O)c(-c3ccc(F)cc3)[nH]c2c1 | 5.8% | -65.4% | -34.4% | -27.8% | 12.3% | ? | ? | -12.4% | -27.3% | 1.6% | 3.3%
O=C(CSc1ccc(Cl)cc1)N1N=CCC1c1ccccc1 (configuration not stated) | -0.4% | 6.9% | 33.1% | -2.7% | -0.3% | -6.9% | -2.9% | -5.6% | 3.0% | -5.4% | -13.5%
FC(F)(F)c1nnc2ccc(NCc3cccnc3)nn12 | 0.3% | -6.2% | -32.0% | -3.4% | 12.7% | -0.7% | 2.0% | -1.4% | -1.6% | 2.9% | -0.6%
CC(C)(C)N(Cc1ccccc1)C(=O)c1cccs1 | 15.5% | -13.1% | 32.0% | 1.8% | -5.6% | -6.1% | 2.3% | -5.2% | -1.4% | 1.5% | 8.8%
Cc1cc(S(=O)(=O)Nc2ccccc2C(=O)O)ccc1Cl | 5.3% | 31.1% | 35.2% | -0.1% | 9.1% | -3.7% | · | 1.8% | 2.4% | 0.4% | ?
Cn1c(SCC(=O)Nc2ccccc2Cl)nnc1C1CC1 | 0.8% | 0.0% | -4.2% | 2.4% | -9.9% | 0.7% | -0.3% | -2.2% | 0.2% | -3.2% | -2.9%
CC1=C(C(N)=O)C(c2ccco2)C(C(N)=O)=C(C)N1 | 13.2% | 0.0% | 25.3% | 0.1% | -0.2% | -6.9% | -1.2% | -1.9% | 13.9% | 13.2% | 0.8%
Cc1ccc(-n2cc(-c3ccccc3)c3c(=O)[nH]cnc32)cc1 | -1.9% | -26.7% | 3.6% | -5.6% | 1.7% | -12.7% | ? | 11.6% | -8.5% | 5.9% | -3.7%
CC1CC(C)CN(S(=O)(=O)c2ccc(C(=O)Nc3nnc(-c4cccs4)o3)cc2)C1 (configuration not stated) | ? | -90.2% | 0.251µM* | -27.3% | -15.8% | 8.0% | -13.4% | 0.501µM* | -18.2% | 0.2% | 0.4%
c1ccc(-n2cnnc2SCc2nc3ccccc3s2)cc1 | ? | 0.7% | ? | 2.7% | ? | -2.6% | 0.7% | 8.3% | 28.7% | 4.4% | 16.9µM*
OCCC1CN(Cc2cn[nH]c2C2CCCCC2)CCN1Cc1ccccc1 (configuration not stated) | -3.3% | -21.5% | -13.2% | 0.1% | -1.5% | -3.6% | -1.9% | -17.2% | -5.5% | -3.2% | -8.8%
Cc1ccc(Cn2c(=N)c(S(=O)(=O)c3ccc(C)cc3)cc3c(=O)n4ccccc4nc32)cc1 | -2.6% | 2.1% | -23.8% | -1.5% | 3.0% | -0.1% | -11.7% | -3.9% | 0.5% | -29.3% | -0.8%
O=c1c2cc(NC(=S)N3CCC(N4CCCCC4)CC3)ccc2nc2n1CCCCC2 | 6.0% | -6.8% | -16.1% | -2.6% | -2.0% | -2.6% | -4.9% | -1.6% | 14.6% | ? | -0.6%
COc1ccc(OC)c(S(=O)(=O)Nc2c(C)cccc2C)c1 | -2.2% | -4.6% | 0.3% | 0.0% | -2.0% | -1.4% | -1.1% | -0.8% | -6.7% | -1.3% | -1.8%
COc1ccc(NC(=O)C2C3C=CC4(O3)C2C(=O)N(CCCN2CCCCC2)C4C(=O)NC2CCCC(C)C2C)cc1 (configuration not stated) | -2.3% | -2.7% | -7.1% | 2.6% | 0.8% | -9.1% | 4.9% | 6.0% | -4.8% | 17.7% | 0.2%
O=C1Nc2ccccc2C12OCCO2 | -4.8% | -29.2% | -19.2% | 0.3% | 11.5% | 8.9% | 4.8% | -3.7% | 8.9% | 5.6% | -0.3%
COc1cccc(CN2CC(C(=O)NCCOc3ccccc3)CCC2=O)c1 (configuration not stated) | 1.2% | 5.1% | 18.4% | -1.7% | 0.4% | -2.6% | -11.9% | 5.0% | -2.0% | 4.8% | -1.4%
Cn1c(=O)c(=O)n(C)c2cc(S(=O)(=O)CCC(=O)Nc3c(F)c(F)c(F)c(F)c3F)ccc21 | -2.4% | -6.1% | 3.0% | -4.7% | 5.3% | -6.8% | -9.0% | 3.3% | 0.6% | 27.3% | 2.9%
O=C(CN1CCN(S(=O)(=O)c2ccc(Cl)cc2)CC1)NCc1cccs1 | 1.5% | -23.8% | · | -2.1% | 0.5% | · | -1.5% | · | -1.8% | · | -0.2%
CC1CN(C(=O)CSc2nnc(-c3cccs3)n2N)CC(C)O1 (configuration not stated) | 2.9% | 3.1% | · | 0.6% | 1.6% | · | 14.0% | · | -3.9% | · | -1.9%
CC1=CC2=NC(=O)/C(=C\c3ccc(OC(=O)c4ccco4)cc3)C(=N)N2O1 | -2.8% | -17.1% | -13.4% | -6.4% | 0.4% | 23.2% | -2.6% | 5.5% | -0.4% | 90.7%[activator] | 6.1%
OC1(C(F)(F)F)CC(c2ccc3ccccc3c2)=NO1 (configuration not stated) | 35.5µM* | ? | 5.1% | 2.8% | ? | 6.9% | 9.2% | -9.4% | -1.7% | 8.8% | 19µM*
Cc1cnc(C(=O)N2CCN(S(=O)(=O)c3ccc4ccccc4c3)CC2)cn1 | -7.5% | -10.1% | 26.9% | 0.7% | -0.8% | 3.4% | 2.4% | -14.9% | 2.3% | 9.6% | 4.1%
COc1ccc(C(C(=O)NC(C)(C)C)N(C(=O)CCC(=O)Nc2ccccn2)C2CCCCC2)cc1 (configuration not stated) | -3.4% | -3.2% | -36.2% | -1.5% | 3.7% | -0.4% | -1.3% | -8.6% | -0.8% | 9.0% | -2.5%
O=C1c2ccccc2C(=O)N1CCc1nc2ccccc2c(=O)n1CCCn1ccnc1 | -1.0% | 1.7% | 19.3% | 2.2% | -0.6% | 14.5% | 4.1% | -9.7% | -0.1% | -5.8% | 0.9%
COC(=O)/C=C/c1c(C)[nH]c(=O)[nH]c1=O | -0.7% | 10.5% | 0.3% | 0.6% | 4.2% | -2.0% | -1.0% | 1.4% | 2.3% | -8.6% | -0.6%
Cc1nc(N2CCN(S(=O)(=O)c3ccccc3C#N)CC2)c2c(-c3cccs3)csc2n1 | -2.4% | -34.4% | -38.7% | -8.4% | -14.1% | 5.8% | -14.6% | -19.7% | 0.0% | -1.0% | 1.6%
COc1ccccc1OCc1ccc(C(=O)Nc2ccccc2)cc1 | ? | 32.9% | · | ? | 7.3% | · | 17.9% | · | ? | · | -17.1%
COC(=O)c1c(NC(=O)Cc2ccc(OC)c(S(=O)(=O)N3CCOCC3)c2)sc(C)c1C | -7.7% | -20.6% | · | -3.0% | -8.3% | · | 6.5% | · | -3.6% | · | 2.5%
COc1ccc(CCNC(=O)COc2cc(O)c3c(c2)OC(C)(C)CC3=O)cc1OC | · | -1.2% | -0.3% | -4.3% | -3.4% | -4.0% | -24.9% | -10.0% | -12.5% | 4.6% | 1.5%
CC(C)[C@H](NC(=O)OCc1ccccc1)C(=O)NCc1ccccc1 | -2.2% | 15.7% | -5.5% | -2.0% | -1.4% | -7.0% | 2.5% | 0.9% | -0.6% | 7.0% | 5.0%

A portion of the library. The share of hits here may be higher or lower than overall.
